Screening data from PubChem BioAssay.
N370S GC mod: qHTS Assay for Inhibitors and Activators of N370S glucocerebrosidase as a Potential Chaperone Treatment of Gaucher Disease; N370S GC spleen homogenate, 4MU-glucoside fluorescence; Potency, µM (top dose mostly 59.4 µM), for the others: top-dose activity change, negative = inhibition, actives largely listed as inhibitors; 330,000 tested, 0.092% active; AID 2101, 2009;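 note: 0% = full enzyme activity and -100% = no enzyme basal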
GCN5L2 inh: qHTS Assay for Inhibitors of GCN5L2; Histone acetyltransferase KAT2A (Homo sapiens), Q92830; GCN5L2 HAT assay, ThioGlo1 CoA-SH fluorescence; Potency, µM (top dose mostly 58.9 µM), for the others: at the top dose activity change, negative = inhibition, most hits filed as inhibitors; 390,000 tested, 0.21% active; AID 504327, 2011
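Titration-based screen in which CoA formation is detected via maleimide probe ThioGlo1 (50uM) turning fluorescent on thiol reaction; substrates H3(1-25) 75uM and acetyl-CoA 70uM, GCN5L2 20nM, 20 min incubation at room temperature.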
FEN1 inhibitor: qHTS Assay for the Inhibitors of Human Flap endonuclease 1 (FEN1); P39748; Recombinant FEN1 flap cleavage, fluorescence, 15 min; Potency, µM (highest dose often 114 µM), without a hit: top-dose activity change, negative = inhibition, most hits filed as inhibitors; 390,000 tested, 0.35% active; AID 588795, 2011; note: nearly all actives have a fitted effect of over 65% in size
Target sequence (P39748 whole entry, looked up): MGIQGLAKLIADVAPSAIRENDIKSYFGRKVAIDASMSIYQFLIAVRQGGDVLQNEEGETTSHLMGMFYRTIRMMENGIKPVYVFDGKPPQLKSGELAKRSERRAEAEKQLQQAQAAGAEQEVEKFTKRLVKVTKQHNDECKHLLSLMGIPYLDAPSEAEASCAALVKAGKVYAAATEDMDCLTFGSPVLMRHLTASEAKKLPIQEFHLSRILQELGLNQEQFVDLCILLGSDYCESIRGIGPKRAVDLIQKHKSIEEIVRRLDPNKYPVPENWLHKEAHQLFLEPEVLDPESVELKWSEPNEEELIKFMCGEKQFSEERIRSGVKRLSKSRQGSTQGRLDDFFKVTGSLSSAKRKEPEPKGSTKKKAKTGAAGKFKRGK
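In this screen, 50 nM flap DNA substrate was added to 10 nM FEN1 pretreated with compound for 15 min at room temperature; cleavage was followed with reads at 0 and 15 min, and Hill fitting gave concentration–response parameters.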
Starred values were filed as active, the others as inactive; ? = inconclusive; · = not tested or not shown; & = joins results of further samples; [ ] = remark or other dose. Calls come from the whole dose curve; as a rule, active = well fitted curve in the direction sought with a large enough effect; inconclusive = small, poorly fitted or top-dose-only effect, or another doubt; inactive = no such curve, though single readings can be large; an effect the other way counts as inactive or inconclusive. Unless noted, % is set by controls: 0 for no effect and ±100 for the full control effect; potency is the fitted concentration of half-maximal effect. These rows are one share of the data. The share of hits here may be higher or lower than overall.

Value order – N370S GC mod, GCN5L2 inh, FEN1 inhibitor
CCOc1ncnc2c1sc1nc(C)cc(C)c12
  31%, 0%, 2%
O=C1NC(=Nc2ccc(Cl)cc2)SC1Cc1cc(Cl)ccc1Cl (stereo not drawn)
  8%, -2%, 6%
O=C(CCN1C(=O)/C(=C/c2ccccc2Cl)SC1=S)Nc1ccccc1C(=O)O
  ?, -21%, -13%
CCOC(=O)C(=O)Nc1cc([N+](=O)[O-])ccc1C
  11%, -6%, -1%
COc1cccc(CC(NC(C)=O)C(=O)NC2CCN(S(=O)(=O)c3ccc(F)cc3)CC2)c1OC (stereo not drawn)
  -17%, 3%, 0%
CN1CCN(C(=O)c2ccc(Cl)c(S(=O)(=O)N3CCCCCC3)c2)CC1
  -1%, -6%, -3%
COC(=O)c1cnc(SC)nc1C
  0%, -11%, 18%
Cc1c(NC(=O)c2cccc(NC(=O)Cc3c(F)cccc3Cl)c2)c(=O)n(-c2ccccc2)n1C
  ·, -4%, 16%
FC(F)(F)C1CC(c2cccs2)Nc2ncnn21 (stereo not drawn)
  4%[2.35 µM], 3%, 9%
Cc1ccc(C)c2c1[nH]c1ccccc12
  -14%, -7%, ?

Further compounds
Value order – N370S GC mod, GCN5L2 inh, FEN1 inhibitor
Cc1cccc(N2CCN(C(=O)CSc3nc4ccccc4nc3N3CC(C)OC(C)C3)CC2)c1C (stereo not drawn)
  4%, 0%, 4%
CC(=O)N1CCCc2cc(S(=O)(=O)N(C)CC(=O)Nc3ccc(F)c(Cl)c3)ccc21
  ·, 2%, 4%
Cc1ccc(S(=O)(=O)N2CCCc3cc(NS(=O)(=O)c4cccc(Cl)c4)ccc32)cc1
  ·, -10%, -1%
O=C(COc1c(CO)cc(Br)cc1CO)NC1CCCc2ccccc21 (stereo not drawn)
  -3%, -1%, 6%
Cc1c(NS(=O)(=O)c2ccc(NC(=O)CCC(=O)O)cc2)c(=O)n(-c2ccccc2)n1C
  -14%, 7%, -11%
Cc1cccc2c1cnn2C(=O)Nc1ccccc1Cl
  -1%, -17%, 6%
O=C(Cn1ncc2c3ccccc3n(Cc3ccc(Cl)cc3)c2c1=O)NCc1ccccn1
  ·, 2%, 17%
CCCCC(O)(CCCC)C(=O)NN(C(=O)c1cccnc1Cl)c1ccccc1
  1%, 0%, -4%
Cc1ccc(C(=O)O)cc1NS(=O)(=O)c1ccc2c(c1)oc(=O)n2C
  -9%, -5%, 2%
COc1cccc(NC(=O)COc2cc(C)cc3oc(=O)cc(C)c23)c1
  ?, -10%, -7%

Part of the list above, as labelled records.
> O=C(Cn1ncc2c3ccccc3n(Cc3ccc(Cl)cc3)c2c1=O)NCc1ccccn1
  N370S GC mod: ·	GCN5L2 inh: 2%	FEN1 inhibitor: 17%
> CCCCC(O)(CCCC)C(=O)NN(C(=O)c1cccnc1Cl)c1ccccc1
  N370S GC mod: 1%	GCN5L2 inh: 0%	FEN1 inhibitor: -4%

The list continues:
Value order – N370S GC mod, GCN5L2 inh, FEN1 inhibitor
O=C(Cn1cccc1C(=O)c1ccccc1)NCc1ccco1
  0%, -4%, 8%
COCCOC(=O)C(C#N)c1nc2ccccc2nc1N1CCCC1 (stereo not drawn)
  14%, -2%, 6%
Cc1ccc(SC(CC(=O)c2ccc(F)cc2)C(=O)O)cc1 (stereo not drawn)
  -17%, -5%, -3%
CCN(C[C@H]1N[C@@](CC)(C(=O)OC)[C@H]2C(=O)N(C)C(=O)[C@@H]12)S(=O)(=O)c1ccc(OC)cc1
  ·, 0%, -9%
CCC(C(=O)NC1CCCC1)N(Cc1ccco1)C(=O)Cn1nnc(-c2ccc(C)cc2)n1 (stereo not drawn)
  22%, -9%, 0%
CCOC(=O)/C=C/C(=O)OCC(=O)Nc1cccc(Cl)c1Cl
  0%, -14%, -23%
C(=N\Nc1ccc2ccccc2n1)/c1ccc2c(c1)OCCO2
  0%, -13%, -10%
O=S(=O)(Nc1ccccn1)c1ccc(Br)cc1
  1%, -15%, 3%
Cc1ccccc1Cn1cc(NC(=O)c2cc(-c3cccs3)on2)cn1
  9%, -1%, 0%
CC(Oc1ccc(C(C)(C)C)cc1)C(=O)NCC(c1ccco1)N1CCCC1 (stereo not drawn)
  ·, -1%, 4%

(cont.)
Value order – N370S GC mod, GCN5L2 inh, FEN1 inhibitor
O=C(NCC(c1ccc(Cl)cc1)N1CCOCC1)c1ccccc1F (stereo not drawn)
  ·, -2%, 7%
COc1ccc(OC)c(NC(=O)CCCNC(=O)Cn2cnc3sc(C)c(C)c3c2=O)c1
  -11%, 0%, -2%
COc1ccc(NC(=O)C2=C(C)C(=O)OC23CCN(C(C)C)CC3)cc1Cl
  ·, 22%, 13%
Cc1nc(NC(=O)c2cncc(Br)c2)ccc1Br
  -3%, -2%, 2%
CN(C)C(CNC(=O)C1CCN(S(=O)(=O)c2ccccc2C(F)(F)F)CC1)Cc1ccccc1 (stereo not drawn)
  ?, -8%, 7%
O=Cc1ccc(Oc2cccc(C(F)(F)F)c2)nc1
  1%, -6%, -1%
COc1cc(/C=C2/CC/C(=C/c3ccc(O)c(OC)c3)C2=O)ccc1O
  13%, -3%, ?
CCOc1cccc(-c2cc(C(=O)NN)[nH]n2)c1
  -9%, -9%, -8%
CS(=O)(=O)N(CC(N)=O)c1ccc2c(c1)OCO2
  0%, -6%, 10%
O=C(Cc1ccccc1)N/N=C/c1ccc[nH]1
  3%, -8%, -10%

The listing continues.
Value order – N370S GC mod, GCN5L2 inh, FEN1 inhibitor
CCOc1ccccc1NC(=O)C(=O)N/N=C/c1cc(Br)ccc1O
  3%, ?, -1%
O=C(O)COc1ccccc1C(Nc1cccnc1)c1cc(Cl)c2cccnc2c1O (stereo not drawn)
  5%, ?, ?
CC1CN(C(=O)COC(=O)/C=C/c2cccc([N+](=O)[O-])c2)CC(C)O1 (stereo not drawn)
  ·, -4%, -2%
Cc1cc(C(=O)NC2CCCCC2)c2cc(F)ccc2n1
  -27%, -4%, -8%
O=C1[C@H]2[C@@H](c3ccc(F)cc3)N3C(=O)N(c4ccccc4)C(=O)[C@@]3(Cc3ccc(Cl)cc3)[C@H]2C(=O)N1C1CCCCC1
  -4%, -6%, 1%
Cc1ccc(COc2cccc3c2CCN(Cc2ccc(F)cc2)C3=O)cc1
  9%, -8%, -8%
O=C(CSc1ncn(-c2ccccc2)n1)Nc1nc2ccccc2s1
  ?, -23%, -13%
COc1ccccc1CC(NC(C)=O)C(=O)NC1CCN(S(=O)(=O)c2ccc(NC(C)=O)cc2)CC1 (stereo not drawn)
  -5%, -5%, 5%
COc1ccc(C(=O)CSc2nnc(CN3CCCCC3)n2-c2ccc(Cl)cc2)cc1OC
  -8%, -7%, 3%
Cc1ccc(-c2cc(C(F)(F)F)n3nc(C(=O)NCCCn4ccnc4)cc3n2)cc1C
  -3%, 0%, -4%

New compounds follow
| structure | N370S GC mod | GCN5L2 inh | FEN1 inhibitor |
| --- | --- | --- | --- |
| CC1=C(C)CC(C(=O)Nc2ccc(C(=O)N3CCOCC3)cc2)C(C(=O)O)C1 (stereo not drawn) | 13% | -1% | 1% |
| Cc1ccc(Cl)cc1N1CCN(C(=S)NCCc2ccccc2)CC1 | 8% | 3% | -3% |
| Cc1ccc(C(=O)NC(=S)Nc2ccc(-c3ccc(CO)o3)cc2)cc1 | -1% | -26% | -1% |
| O=S(=O)(c1cccc2ccccc12)N1CCCCC1 | -10% | -29% | 10% |
| CN1CC(COCc2ccccc2)Oc2ccccc2S1(=O)=O (stereo not drawn) | · | -2% | -10% |
| CCOc1ccc(NC(=O)C2CCCN(S(=O)(=O)c3c(C)noc3C)C2)cc1 (stereo not drawn) | 2% | -7% | -5% |
| O=C(COc1cccnc1[N+](=O)[O-])NCCc1ccc(Cl)cc1Cl | 9% | -3% | 0% |
| CN1Cc2c(N)cccc2[C@H](c2ccccc2)C1 | 7%[21.6 µM] | 12%[21.4 µM] | · |
| COc1cccc(N2CCN(c3ncnc4onc(-c5ccc(Cl)cc5)c34)CC2)c1 | · | -17% | 11% |
| Cc1cccc(NC(=O)CN(C)S(=O)(=O)c2cccc3cccnc23)c1C | 0% | -13% | -5% |

Further records
| structure | N370S GC mod | GCN5L2 inh | FEN1 inhibitor |
| --- | --- | --- | --- |
| Nc1nc(SCc2ccc([N+](=O)[O-])cc2)c2ncn(C3OC(CO)C(O)C3O)c2n1 (stereo not drawn) | 4% | 33%[activator] | 1% |
| Cc1ccc(S(=O)(=O)NC(CC(C)C)C(=O)NCCCn2nc(C)cc2C)cc1 (stereo not drawn) | · | -9% | 19% |
| CCc1ccc(N2C(=O)Nc3ccc(Br)cc3C2(O)C(=O)NCCN(C)C)cc1 (stereo not drawn) | -7% | 2% | -1% |
| COC(=O)c1cc2ccsc2n1CC(=O)N1CCCc2ccccc21 | ? | -13% | -3% |
| CC1CN(C(=O)NCc2ccccc2)c2cc(Cl)ccc2O1 (stereo not drawn) | -3% | -3%&-13% | 13%&0% |
| Cc1cc2c(n1-c1ccc(C(=O)NCCc3ccc(Cl)cc3)cc1)CCC(C)C2 (stereo not drawn) | · | -1% | -2% |
| O=C(OC1Cc2c(O)cc(O)cc2OC1c1cc(O)c(O)c(O)c1-c1c(C2Oc3cc(O)cc(O)c3CC2O)cc(O)c(O)c1O)c1cc(O)c(O)c(O)c1 (stereo not drawn) | 2% | 16µM* | · |
| COC(=O)c1ccc2c(c1)c(I)c(-c1ccc(OC)cc1)n2C | 1% | -10% | · |
| CCOc1cc(/C=C(\C#N)C(N)=O)ccc1OS(=O)(=O)c1ccccc1 | 4% | -7% | 1% |
| CN(CC(=O)NCc1cccnc1)S(=O)(=O)c1ccc2c(c1)c(=O)n(C)c(=O)n2C | -2% | -10% | -4% |

Other structures follow:
| structure | N370S GC mod | GCN5L2 inh | FEN1 inhibitor |
| --- | --- | --- | --- |
| Cc1noc(C)c1CSCC(=O)N(C)CC(=O)Nc1ccccc1Cl | -18% | 1% | -1% |
| CCOc1cc(CNC(=O)CN2C(=O)c3ccccc3S2(=O)=O)ccc1OC | 4% | 0% | 4% |
| S=C(NCCN1CCOCC1)Nc1cccc(Cl)c1 | -21% | 4% | -1% |
| Cc1nn(C)c(C)c1Sc1ccccc1N | 1% | -14% | 6% |
| NS(=O)(=O)c1ccc(CCNC(=O)C2CCN(S(=O)(=O)c3ccc(Br)s3)CC2)cc1 | -6% | 0% | -9% |
| CCOc1ccc(CSc2nc(C)cc(COC)c2C#N)cc1OCC | 1% | 2% | -17% |
| COc1ccc(/C=C2\SC(=S)N(CCC(=O)NC3=NCCS3)C2=O)cc1OC | -1% | 0% | -11% |
| COc1cccc2cc(C(C)N(CCCN3CCOCC3)C(=O)Nc3ccc(Cl)cc3)oc12 (stereo not drawn) | -2% | -1% | -19% |
| c1coc(CN2CCN(C(c3cccs3)c3nnnn3C3CCCC3)CC2)c1 (stereo not drawn) | -10% | -3% | 1% |
| CC(=O)c1ccc(N2CCN(C(C)C(=O)NC3CCCc4ccccc43)CC2)cc1 (stereo not drawn) | -8% | -2% | -9% |

Going on with the list:
| structure | N370S GC mod | GCN5L2 inh | FEN1 inhibitor |
| --- | --- | --- | --- |
| O=C(Cc1nc2ccccc2[nH]c1=O)c1ccccc1 | 23% | -3% | 4% |
| O=C(Nc1c(-c2cccs2)nc2ccccn12)c1ccccc1F | -25% | -6% | 0% |
| Cc1ccc(-c2nc3c4ccccc4[nH]c(=O)n3n2)cc1 | · | -8% | -4% |
| Cc1oc2cc(Br)c(O)c(Br)c2c1C(=O)c1ccccc1 | 7% | -4% | -8% |
| COc1ccccc1NC(=O)CCS(=O)(=O)c1ccc2c(c1)oc(=O)n2C | -8% | -4% | 1% |
| Cc1ccc(-n2nnc3c(=O)n(CC(=O)N4CCCC4)cnc32)cc1 | -5% | -5% | -11% |
| CC(Oc1ccccc1)C(=O)N1CCN(Cc2cc(=O)n3nc(-c4ccccc4Cl)sc3n2)CC1 (stereo not drawn) | · | -4% | -11% |
| Cc1cc(=O)oc2cc(OCC(=O)N3CCN(C(=O)c4ccco4)CC3)ccc12 | 3% | -5% | 19% |
| COc1ccc2c(c1)c1c(c(=O)n(-c3ccc(OC)c(OC)c3)c(=O)n1Cc1ccccc1C)n2C | · | 2% | -3% |
| CC(=O)NCC(=O)OCC(=O)c1ccc(C)cc1 | 3%[2.35 µM] | -6% | 6% |

Further results.
| structure | N370S GC mod | GCN5L2 inh | FEN1 inhibitor |
| --- | --- | --- | --- |
| CCN1CCN(CC(=O)Nc2cc(C)on2)CC1 | 4% | 0% | 2% |
| Cc1noc(C)c1/C=N/Nc1ccccn1 | -2% | -11% | -4% |
| O=C(O)c1ccc(N/N=C/c2ccc(-c3cccc(Cl)c3)o2)cc1 | -5% | -16% | ? |
| O=C(CCCOc1ccccc1)Nc1cccc(S(=O)(=O)N2CCCCCC2)c1 | · | -6% | -16% |
| COc1ccc(C2=NN(c3ccccc3)C(=O)/C2=C\c2ccc(O)c(OC)c2)cc1 | -17% | -21% | ? |
| COc1ccc(Cl)cc1NC(=O)CSc1nc2ccccc2nc1N1CCCCC1 | · | 2% | 6% |
| O=C(O)c1cccc(NC(=O)c2ccc3c(c2)C(=O)N(c2ccccc2)C3=O)c1 | -10% | -19% | 6% |
